# EBI2 block = EBI2 (human) antagonism; EBI2 beta-arrestin recruitment, luminescence, 7a,25-OHC stimulated; inhibition, % at 5 µM; AID 651636; 360,000 tested, 0.81% active; in the data active = inhibition above about 38%;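 note: enzyme fragment complementation signal reports receptor beta-arrestin coupling in cells; 0% = agonist plus DMSO wells and 100% = wells without agonist; some results beyond the cut were filed as inactive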
# Target sequence (P32249 whole entry, looked up, the tested form may be a part): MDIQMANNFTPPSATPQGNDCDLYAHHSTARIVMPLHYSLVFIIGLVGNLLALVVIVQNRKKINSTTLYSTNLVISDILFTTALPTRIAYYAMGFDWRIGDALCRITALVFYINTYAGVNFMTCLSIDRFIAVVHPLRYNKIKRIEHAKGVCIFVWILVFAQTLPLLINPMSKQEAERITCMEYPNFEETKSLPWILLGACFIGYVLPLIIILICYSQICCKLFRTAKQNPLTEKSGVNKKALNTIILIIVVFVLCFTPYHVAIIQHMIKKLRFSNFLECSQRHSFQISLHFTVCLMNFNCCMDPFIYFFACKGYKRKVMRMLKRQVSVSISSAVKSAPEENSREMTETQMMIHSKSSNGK
# CXCR6 inh = blocks human CXCR6 beta-arrestin recruitment. 360,000 tested, 0.36% active. CHO-K1 PathHunter CXCR6 beta-arrestin, luminescence. O00574. inhibition, % at 20 µM; in the data active = inhibition above about 34%, passing the limit was not always enough;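 note: antagonist mode with CXCL16 agonist at 10 nM final; 0% = 10 nM CXCL16 with DMSO and 100% = unstimulated wells without agonist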
# Target sequence (O00574 whole entry, looked up): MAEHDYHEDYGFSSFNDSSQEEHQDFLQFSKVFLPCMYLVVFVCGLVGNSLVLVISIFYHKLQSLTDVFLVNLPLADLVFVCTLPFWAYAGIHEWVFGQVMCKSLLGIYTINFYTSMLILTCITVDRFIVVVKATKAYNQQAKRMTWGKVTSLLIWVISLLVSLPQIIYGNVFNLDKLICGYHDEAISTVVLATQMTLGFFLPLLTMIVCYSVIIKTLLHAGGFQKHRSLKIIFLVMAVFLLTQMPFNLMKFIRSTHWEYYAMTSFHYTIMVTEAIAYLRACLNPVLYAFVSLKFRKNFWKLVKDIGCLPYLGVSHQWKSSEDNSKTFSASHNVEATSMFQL
# * marks the source's active call; other numbers are inactive results. An excerpt; count on the stated rates, not on these rows.
structure	EBI2 block	CXCR6 inh
O=C(NCCc1ccc(Cl)cc1)c1cccc(S(=O)(=O)N2CCCC2)c1	7	-3
CC(C)(C)n1nnnc1C(c1ccccc1)N1CCN(c2ccc(C(F)(F)F)cn2)CC1 (stereo not given)	-3	9
CC(=O)c1cccc(-c2ccnc3c2CC(C(=O)NCCC(F)(F)F)O3)c1 (stereo not given)	-5	3
C[C@H]1CN([C@@H](C)CO)S(=O)(=O)c2ccc(C#CC3(O)CCCC3)cc2O[C@@H]1CN(C)C(=O)Cc1cccnc1	4	2
CC(C)(C)c1ccc(C(O)c2ncc(-c3ccccc3)[nH]2)cc1 (stereo not given)	13	3
Cc1cc(C(=O)N2CCC2(C)C(=O)NCc2cccc3ccccc23)nn1C (stereo not given)	-8	0
CC(C)Nc1nc(Nc2ccc(Cl)cc2F)c2sccc2n1	-18	-3
c1ccc2c(C3OCC4(CCCC4)CO3)cccc2c1	-1	-8
O=C(Nc1cc(C(F)(F)F)ccc1N1CCOCC1)c1cccc(S(=O)(=O)N2CCOCC2)c1	2	1
CN1C(=O)CC2(C)C1=CCc1scnc12 (stereo not given)	5	-15

# 4 of the compounds above, with the structure last.
EBI2 block	CXCR6 inh	molecule
7	-3	O=C(NCCc1ccc(Cl)cc1)c1cccc(S(=O)(=O)N2CCCC2)c1
-3	9	CC(C)(C)n1nnnc1C(c1ccccc1)N1CCN(c2ccc(C(F)(F)F)cn2)CC1 (stereo not given)
-5	3	CC(=O)c1cccc(-c2ccnc3c2CC(C(=O)NCCC(F)(F)F)O3)c1 (stereo not given)
4	2	C[C@H]1CN([C@@H](C)CO)S(=O)(=O)c2ccc(C#CC3(O)CCCC3)cc2O[C@@H]1CN(C)C(=O)Cc1cccnc1

# Remaining list, next part.
structure	EBI2 block	CXCR6 inh
CCCC(=O)N1CCCC1(C)C(=O)Nc1ccc2cn[nH]c2c1 (stereo not given)	0	-5
CCc1nc2c(OCCOc3ccc(F)cc3)cccn2c1N(C)C(=O)c1ccco1	-4	-5
C[C@H](O)[C@@H]1C(=O)N2CCc3ccc(-c4ccccc4)cc3[C@@H]2C[C@@H]1N(C)C(=O)c1cccnc1	5	1
CC1(C(=O)NS(=O)(=O)c2ccccc2Cl)CCN1C(=O)C1CCCCC1 (stereo not given)	-6	-2
CSc1ccccc1C(=O)OCC(=O)NC1CCCCCCC1	2	-4
O=C(CSc1nc2ccccc2c(=O)n1-c1ccccc1)Nc1ccc2c(c1)CCC2	0	8
COc1ccc([C@H]2CC(=O)C[C@@H](CCn3cc(-c4ccncc4)nn3)O2)cc1	0	-4
O=C(Nc1ccc(S(=O)(=O)N2CCCC2)cc1)C1CC(=O)N(CCc2ccccc2)C1 (stereo not given)	16	10
COc1ccc(Cl)cc1Nc1nc(Cl)nc(NCCO)n1	0	-5
CC(C)(C)Cc1c(-c2ccco2)nc2ccc(Cl)cn12	-16	0
O=C1NC[C@@H](CCCCN2C[C@H](Cc3ccc(O)cc3)N(CCC3CCCCC3)C(=O)C2=O)N(Cc2ccccc2)C1=O	-4	-8
Cc1cc(NC(=O)CS(=O)(=O)c2cn(Cc3cccc(Cl)c3)c3ccccc23)no1	17	13
CC1(C)ON=C(c2cccc(F)c2)NC1=O	0	0
COCCn1c(SCC(=O)N2CCCC2=O)nnc1-c1ccncc1	-4	2
CC1(C(=O)NS(=O)(=O)C2CC2)CCCN(C(=O)c2cccc(C(F)(F)F)c2)C1 (stereo not given)	-3	4
C[C@H](CO)N1C[C@H](C)[C@@H](CN(C)Cc2ccc(C(F)(F)F)cc2)OCc2cnnn2CCCC1=O	-2	2
COc1ccc(C(C)=O)cc1Cn1c(C)c(C(=O)NCc2cccc(C)c2)sc1=O	9	1
CN1CCC(N2CCN(C3CN(Cc4ccccc4)S(=O)(=O)C3)CC2)CC1 (stereo not given)	3	-2
COc1ccc(-c2nn(-c3ccccc3)cc2CNC[C@H]2O[C@@H](n3cnc4c(=O)[nH]c(N)nc43)[C@H](O)[C@@H]2O)cc1	-6	-7
CC1(C(=O)NS(=O)(=O)c2cccs2)CCN1C(=O)C1CCCCC1 (stereo not given)	-11	11
CCOC(=O)c1ccc(NC(=O)c2ncn3c2C(=O)NC[C@H]3C)cc1	-12	5
CC(C)CC1C(=O)N(Cc2cn(CCC3OCCCO3)nn2)CCS(=O)(=O)N1Cc1ccc(-c2ccc(Cl)cc2)cc1 (stereo not given)	6	-3
CC(C)CNc1ncnc2c1ncn2[C@H]1CN(Cc2ccc(C(=O)O)cc2)C[C@@H](CO)O1	-12	5
CCc1nc2ccc(C(=O)Nc3cccc(OC)c3)cn2c1N(C)CCCc1ccccc1	5	12
CN(C)C(=S)Oc1ccccc1C1(C)OCCO1	1	5
O=C(NCC1CC1)c1csc([C@@H]2O[C@H](CO)[C@H](O)[C@H](O)[C@H]2O)n1	5	-2
O=C(Nc1nnc([C@H]2C[C@H](O)[C@@H](CO)O2)s1)c1ccc(Oc2ccccc2)cc1	-4	4
CN1C(=O)CON=C1c1cccc2ccccc12	-3	6
CCOC(=O)C1C(C(=O)OCC)C2C(=O)C3C(C(=O)OCC)C(C(=O)OCC)C3C(=O)C12 (stereo not given)	-5	3
Cc1nn(CC(=O)Nc2cccc(O)c2)c(=O)c2ccccc12	-12	8

# Laid out differently: entries from further up
EBI2 block	CXCR6 inh	Compound
0	0	CC1(C)ON=C(c2cccc(F)c2)NC1=O
-4	2	COCCn1c(SCC(=O)N2CCCC2=O)nnc1-c1ccncc1
-3	4	CC1(C(=O)NS(=O)(=O)C2CC2)CCCN(C(=O)c2cccc(C(F)(F)F)c2)C1 (stereo not given)
-2	2	C[C@H](CO)N1C[C@H](C)[C@@H](CN(C)Cc2ccc(C(F)(F)F)cc2)OCc2cnnn2CCCC1=O

# Look-ups from the entries so far:
# EBI2 block, O=C(Nc1ccc(S(=O)(=O)N2CCCC2)cc1)C1CC(=O)N(CCc2ccccc2)C1 (stereo not given) → 16
# CXCR6 inh, c1ccc2c(C3OCC4(CCCC4)CO3)cccc2c1 → -8
# CXCR6 inh, CC(C)(C)c1ccc(C(O)c2ncc(-c3ccccc3)[nH]2)cc1 (stereo not given) → 3
# EBI2 block, O=C(NCCc1ccc(Cl)cc1)c1cccc(S(=O)(=O)N2CCCC2)c1 → 7
# CXCR6 inh, CCc1nc2ccc(C(=O)Nc3cccc(OC)c3)cn2c1N(C)CCCc1ccccc1 → 12
# CXCR6 inh, CC(C)CNc1ncnc2c1ncn2[C@H]1CN(Cc2ccc(C(=O)O)cc2)C[C@@H](CO)O1 → 5

# New compounds follow.
structure	EBI2 block	CXCR6 inh
CSCCC(NC(=O)OCc1ccccc1)NC(=O)OCc1ccccc1	4	-1
CCC(=O)N1Cc2cc(C(=O)Nc3nccs3)nc(-c3cccc(-c4ccccc4OC)c3)c2[C@H]1CCO	-4	-4
CCc1nc2ccc(C(=O)N3CCN(C)CC3)cn2c1N(C)CCC(C)C	-11	-9
Cc1cccc(S(=O)(=O)N(C)C[C@H]2OCc3cn(nn3)CCCC(=O)N([C@@H](C)CO)C[C@@H]2C)c1	4	-2
COc1ccc(-c2csc(C(C)(O)c3ccccc3)n2)cn1 (stereo not given)	6	-4
CC(=O)c1cccc(-c2ccnc3c2CC(C(=O)Nc2ccc(C(C)C)cc2)O3)c1 (stereo not given)	0	-2
Cc1ccc([N+](=O)[O-])c(NC(=O)COC(=O)CCNS(=O)(=O)c2cccs2)c1C	0	3
CC1=C(C(=O)N2CCOCC2)CC(CC(=O)NCCCN(C)C)C(=O)N1CCC1=CCCCC1 (stereo not given)	-5	3
CC1(C(=O)NS(=O)(=O)c2ccccc2)CCN1C(=O)CC(c1ccccc1)c1ccccc1 (stereo not given)	-1	3
NC(=O)N1CCN(CCCN2c3ccccc3Sc3cc(Cl)ccc32)CC1	3	1
Nc1ncnc2c1ncn2[C@@H]1O[C@H](C(=O)NS(=O)(=O)c2cccc(F)c2)[C@@H](O)[C@H]1O	0	-5
CCC(=O)N1CCC1(C)C(=O)Nc1ccc(F)cc1 (stereo not given)	-1	0
CN(Cc1ccccc1)C(=O)[C@@H]1CCCN1	-13	-1
Fc1ccccc1CNc1nc(NCC2CC2)nc2ccsc12	-13	-3
Cc1noc(C)c1C(=O)N1CCC1(C)C(=O)NS(=O)(=O)c1ccc(C#N)cc1 (stereo not given)	-7	0
O=C(O)CSC1CC(=O)N(c2ccc(F)cc2)C1=O (stereo not given)	-7	4
COC(=O)C[C@@H]1C[C@@H]2c3cc(NC(=O)Cc4ccncc4)ccc3O[C@@H]2[C@@H](CO)O1	-2	-2
CCCCNC(=O)C1(C)CCCCN1C(=O)c1cc(C)n(C(C)(C)C)n1 (stereo not given)	-12	3
NNc1cc2c(nn1)CCN(C(=O)c1ccccc1)C2	-16	9
CC1(c2nnnn2Cc2ccccc2)CCC(=O)N1CCc1ccccc1F (stereo not given)	-3	1
COCc1cccc(-c2csc(C(O)c3ccc(F)c(F)c3)n2)c1 (stereo not given)	-1	-11
Cc1cc2nc(-c3ccc(F)cc3)c(CC(C)(C)C)n2c(C)c1Br	-10	-8
COc1ccc(S(=O)(=O)NC(=O)C2(C)CCN2C(=O)c2ccc(C(F)(F)F)nc2C)cc1 (stereo not given)	6	1
CC(C)NCC(O)COc1cccc2[nH]ccc12 (stereo not given)	6	5
CC(=O)Nc1ccc(C(=O)OCC(=O)NC(=O)NCc2ccccc2)cc1	-7	2
CC(NC(=O)C1CCCN1C(=O)OC(C)(C)C)C(=O)OCc1ccccc1 (stereo not given)	3	6
CN(C)S(=O)(=O)n1cc(/C=C(\NC(=O)c2ccccc2)C(=O)N2CCCCC2)c2ccccc21	7	4
COc1ccc(CNC(=O)Nc2ccc3c(c2)c(=O)n(C)n3Cc2cc(C)cc(C)c2)cc1	-1	-3
Cc1c(C(=O)NCc2ccccc2C(F)(F)F)sc(=O)n1Cc1ccc(F)cc1	9	6
CCOC(=O)C1=CCN(S(=O)(=O)c2ccccc2C(=O)OC)C1c1ccc(Cl)cc1 (stereo not given)	0	13
CC(C)CNC(=S)N1CCC(C(=O)c2ccc(Cl)cc2)CC1	6	0
Cc1cc(C)n(-c2ccc(C(=O)N3CCN(S(=O)(=O)c4ccc(OC(F)(F)F)cc4)CC3)cc2)n1	26	4
COc1ccc(CNC(=O)OC2CC3CC2[C@H]2CCCCN2C3=O)cc1 (stereo not given in full)	-7	-4
CCC1OC(C2CC2)CC2=C1C(=O)OC(C)(C)O2 (stereo not given)	5	3
CCC/C=C/c1ccc(CN2C(CC(C)C)C(=O)N(Cc3cn(Cc4ccco4)nn3)CCS2(=O)=O)cc1 (stereo not given)	8	-16
COc1cc(/C=C/c2nc3ccccc3c(=O)[nH]2)ccc1O	4	-9
COc1ccccc1-c1nnc(NC(=O)CCS(=O)(=O)c2ccc(F)cc2)o1	-1	3
Clc1ccccc1-c1ccc2nccn2c1	-14	4
C[C@H](CO)NC(=O)c1nc[nH]c1C(=O)N[C@@H](C)c1ccccc1	-4	-1
CN(C)CCNC(=O)c1cccc2c(-c3ccc(F)c(F)c3)coc12	-5	1
CN(CCCn1ccc(N)nc1=O)Cc1ccco1	-6	-4
COc1ccc(NC(=O)C2Cc3c(-c4ccc(Cl)cc4)ccnc3O2)cc1 (stereo not given)	1	-9
CC1(C(=O)Nc2ccc3c(c2)OCCO3)CCN1C(=O)c1ccccc1CCc1ccccc1 (stereo not given)	24	13
C=CCOc1cccc(C2C(C(=O)c3ccc(C)o3)=C(O)C(=O)N2CCN2CCOCC2)c1 (stereo not given)	-7	1
CCCCn1nnnc1C(c1ccccc1)N1CCN(c2ncccc2C(F)(F)F)CC1 (stereo not given)	17	6
Cc1cc(Cl)c2oc(C(=O)N3CCOCC3)c(C)c2c1	-3	10
COc1cc(-c2ccc(N3C(c4ccsc4)=Cc4ccc(F)cc4C3c3c[nH]c4ccc(C#N)cc34)cc2)cc(OC)c1OC (stereo not given)	6	6
CCC(CO)Nc1ccn2nc(-c3cc(OC)c(OC)c(OC)c3)cc2n1 (stereo not given)	2	-7
C[C@@H]1CCCCO[C@H](CN(C)C(=O)Nc2cccc3ccccc23)[C@@H](C)CN([C@H](C)CO)C(=O)c2cc(N(C)C)ccc2O1	2	-3
C[C@@H]1CN([C@@H](C)CO)C(=O)CCCn2nncc2CO[C@@H]1CN(C)C(=O)Nc1ccc(C(C)(C)C)cc1	-6	3

# Remaining list, next part.
structure	EBI2 block	CXCR6 inh
COc1cccc(-c2cccc(-c3nc(C(=O)NCc4ccc5c(c4)OCO5)cc4c3[C@H](CCO)N(S(=O)C(C)(C)C)C4)c2)c1 (stereo not given in full)	-2	-8
Fc1ccc(-c2nc3c4ccccc4ccn3c2Cc2cccc(Cl)c2)cc1	-2	1
CC(OC(=O)c1cccnc1Cl)C(=O)NC1CCCCC1 (stereo not given)	-1	1
Cc1cccc(C)c1C(O)c1ncc(-c2cccc(F)c2)[nH]1 (stereo not given)	-1	-2
CCCCCC(=O)N1C[C@@H](O)[C@H](n2cc(C3CC3)nn2)C[C@@H]1c1ccccc1	-4	-3
CC1(C(=O)NS(=O)(=O)c2cccc(C#N)c2)CCN1C(=O)Cc1ccc(-c2ccccc2)cc1 (stereo not given)	-4	10
COc1ccc(CC(=O)Nc2ccc3c(c2)OC2(CCCC2)O3)c(OC)c1	1	8
CCCNC(=O)C1(C)CCCN(C(=O)c2ccc3c(c2)CCO3)C1 (stereo not given)	-2	3
CCc1ccc(C(O)c2ncc(-c3ccccc3Cl)[nH]2)cc1 (stereo not given)	9	-1
O=C(NCc1ccc(F)cc1)c1cc(C2CCCCN2C(=O)c2ccccn2)on1 (stereo not given)	-9	-2
NC(=O)c1cccc(-c2ccnc3c2CC(C(=O)NCCC(F)(F)F)O3)c1 (stereo not given)	-8	-3

# Random excerpt: two records from the list
structure	EBI2 block	CXCR6 inh
CC1(C(=O)NS(=O)(=O)c2cccc(C#N)c2)CCN1C(=O)Cc1ccc(-c2ccccc2)cc1 (stereo not given)	-4	10
CCCCCC(=O)N1C[C@@H](O)[C@H](n2cc(C3CC3)nn2)C[C@@H]1c1ccccc1	-4	-3
